Screening results as filed in PubChem.
MEKK3 PB1 HTS = raises or lowers MEK5 binding to the human MEKK3 PB1 domain; Q99759; bead-based flow cytometry, Alexa488-MEK5 binding to MEKK3; actives lie on both sides; 0 = blocked by unlabeled MEK5, 100 = vehicle; binding response (% of control), % at 10 µM; 1.4% of 290,000 active; AID 1529;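 active means binding response more than 3 SD above or below the average of its plate-row segment, actives on both sides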;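 further: Alexa488 bead fluorescence after subtracting the streptavidin-only scavenger bead signal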
CRFR2-BP ag = CRF-BP/CRF-R2 complex agonism; HEK293 CRF-R2/CRF-BP, calcium dye fluorescence (FLIPR); percent of saturating CRF peptide response; activation, % at 13.2 µM; 0.46% of 350,000 active;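 active means activation of at least 50%, plus an integration ratio under a set limit after plate pattern correction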;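 further: plate controls were neutral control wells without compound for no effect and CRF at EC100 for full effect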
IDE inh = cellular human IDE inhibition | inhibition, % at 5.59 µM | 0.41% of 320,000 active | P14735 | AID 434962 | HEK cells, FAbetaB cleavage, fluorescence polarization;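 active means percent inhibition above the average of all tested compounds plus 3 SD, set per screening campaign, cut at about 16% in these data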;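 further: IDE supplied by intact live HEK cells; FP after avidin binding of uncleaved biotin substrate so inhibition keeps polarization high; 0% = DMSO wells and 100% = 60 µM reference IDE inhibitor Ii1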
CRFR2-BP antag = CRF-BP/CRF-R2 complex antagonism; 0.59% of 350,000 active; HEK293 CRF-R2/CRF-BP, CRF-induced calcium fluorescence; inhibition, % at 11.8 µM; AID 588475;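 active means inhibition of the ligand-induced calcium signal above about 50% at the single tested concentration, limit read from the data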
PHOSPHO1 inh = blocks human PHOSPHO1 phosphatase activity; recombinant PHOSPHO1, absorbance phosphatase assay; Q8TCT1; inhibition, % at 13.3 µM; 1.1% of 290,000 active; in the data active means inhibition above about 60%
Target sequence (Q8TCT1 whole entry, looked up): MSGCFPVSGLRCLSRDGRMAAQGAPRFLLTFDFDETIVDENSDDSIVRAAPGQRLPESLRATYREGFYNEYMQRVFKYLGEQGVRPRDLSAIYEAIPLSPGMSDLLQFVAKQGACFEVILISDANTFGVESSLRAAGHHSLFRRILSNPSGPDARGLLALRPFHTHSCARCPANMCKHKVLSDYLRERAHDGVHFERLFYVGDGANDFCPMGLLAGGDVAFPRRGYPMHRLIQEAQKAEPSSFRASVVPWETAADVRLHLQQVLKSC
IDE cell activ = boosts human insulin-degrading enzyme activity in HEK cells | P14735 | FAbeta-B cleavage, fluorescence polarization; 0% vehicle, 100% cell-free pure enzyme wells | activation, % at 5.96 µM | 0.073% of 340,000 active | AID 493087;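 active means activation above the mean of all tested compounds plus 3 SD, set per screening campaign, cut at about 17% in these data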
GalR3 antagonist = antagonists of human GalR3. HEK293 GalR3-CNG cAMP membrane potential fluorescence; galR3 body fused to GalR1 C-terminus. inhibition, % at 3 µM. 0.44% of 360,000 active. AID 651719;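 active means inhibition above the screen-wide average plus 3 SD, cut at about 13% in these data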;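 further: forskolin and galanin both at EC90 stimulate the cells; cAMP rise reported by CNG channel membrane potential dye signal; 0% = forskolin plus galanin with DMSO and 100% = forskolin alone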
CHRM4 PAM = positive allosteric modulators of human muscarinic M4 receptor; P08173; CHO-K1 hM4/Gqi5, Fluo-8 calcium fluorescence, ACh EC20; 0% = ACh EC20, 100% = maximal ACh; activation, % at 3 µM; 0.4% of 360,000 active;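 active means activation above its plate's cutoff, the mean activation of sample wells plus 3 SD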; further: some results filed as inactive read as strong as hits
Target sequence (P08173 whole entry, looked up): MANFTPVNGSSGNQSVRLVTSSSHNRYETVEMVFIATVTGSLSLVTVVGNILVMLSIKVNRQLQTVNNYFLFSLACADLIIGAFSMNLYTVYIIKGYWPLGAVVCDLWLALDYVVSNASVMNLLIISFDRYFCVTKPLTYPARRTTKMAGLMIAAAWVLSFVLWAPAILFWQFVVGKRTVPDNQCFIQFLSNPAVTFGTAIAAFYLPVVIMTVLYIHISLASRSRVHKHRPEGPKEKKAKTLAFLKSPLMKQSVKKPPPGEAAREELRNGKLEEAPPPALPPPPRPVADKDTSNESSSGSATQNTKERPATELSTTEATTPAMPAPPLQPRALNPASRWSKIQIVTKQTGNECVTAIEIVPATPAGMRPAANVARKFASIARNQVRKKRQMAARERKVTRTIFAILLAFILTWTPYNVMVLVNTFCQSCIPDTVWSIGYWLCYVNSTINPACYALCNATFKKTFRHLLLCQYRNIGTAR
pCIP destab = compounds decreasing mouse p/CIP protein stability | decrease of EGFP signal, % at 10 µM | 0.01% of 290,000 active | Q05BA5 | F442A p/CIP-EGFP cells, EGFP fluorescence, 16 h;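 active means EGFP signal decrease of at least 30% at 10 µM or well 3 SD below plate mean, unless failing retest; inactive means the rest, including hits failing retest or dose response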; further: some compounds called inactive have numbers as strong as hits; many of its hits are not listed in these tables
* marks the source's active call; other numbers are inactive results; x = no result given.

SMILES	MEKK3 PB1 HTS	CRFR2-BP ag	IDE inh	CRFR2-BP antag	PHOSPHO1 inh	IDE cell activ	GalR3 antagonist	CHRM4 PAM	pCIP destab
O=C(Nc1ccncc1)C1CCN(S(=O)(=O)c2cccs2)CC1	105	1.1	-2	3	32	8	-2	1	-3
CCOC(=O)N1CCN(C(=O)/C(=C/c2ccc(OC)cc2)NC(=O)c2ccccc2)CC1	103	-2.5	0	5	16	3	2	9	6
CN(C)CCNc1ccc(Cl)cc1[N+](=O)[O-]	97	-2.9	-3	0	-12	2	-4	-13	-6
Cn1c(=O)c2c(=O)cc(N)[nH]c2n(C)c1=O	106	-1.3	-3	11	20	3	1	-11	-5
COc1ccc(CNCc2ccc(C)cc2)c(OC)c1	103	-0.5	0	2	x	7	-12	-1	-3
Cc1cccc(N2C(=O)c3cccnc3C2=O)c1	106	-1.6	4	5	23	-1	-5	-3	-8
CNC(=O)c1ccsc1NC(=O)c1ccc(S(=O)(=O)N2CCCc3ccccc32)cc1	92	4.7	0	8	-14	1	10	-3	-18
CN(C(=O)CSc1nnc(CNC(=O)c2ccccc2)o1)c1ccccc1	99	-0.7	-3	10	46	-1	0	6	6
Nc1ccc(-n2ccnc2)cc1	108	3.3	-7	-58	3	4	-1	6	-1
Cc1csc(N)n1	87	2.7	-1	4	6	5	x	-2	8
Cn1c(/C=N/n2cnnc2)nc2ccccc21	98	-0.8	-2	-4	3	5	-6	10	-7
Cc1n[nH]c(C)c1S(=O)(=O)NCCc1ccc(Cl)cc1	104	-0.1	0	6	8	3	4	1	5
COc1ccc(-c2csc3ncnc(N4CCN(c5ccccc5O)CC4)c23)cc1	101	0.2	2	33	10	4	x	-7	-1
CCOC(=O)C1=C(COC(=O)/C=C/c2ccc(O)c(OC)c2)NC(=O)NC1C (stereo unspecified)	x	0.5	2	-2	x	11	1	-4	x
Cc1cc(C)c(C)c(S(=O)(=O)N2CCN(C(=O)C3CSC4(C)CCC(=O)N34)CC2)c1C (stereo unspecified)	x	-2.9	2	10	x	-8	x	-2	x
Clc1ccc(Cn2c(-c3cccnc3Cl)nc3ccccc32)c(Cl)c1	89	2.6	1	-10	28	2	-6	-5	-8
O=C(/C=C/c1ccccc1)N1CCN(S(=O)(=O)c2ccc(F)cc2)CC1	98	-0.4	-3	-10	-28	10	-3	-2	-6
N#CCSc1ccccc1NC(=O)CN1C(=O)NC(CCc2ccccc2)C1=O (stereo unspecified)	x	4.1	x	-23	x	x	-5	1	x
COc1ccc(NC(=S)N2CCN(C/C=C/c3ccccc3)CC2)cc1	99	-1.1	-3	-16	-24	3	-4	1	-10
COc1ccc(-c2[nH]n(-c3ccc([N+](=O)[O-])cc3)c(=O)c2C=NCc2ccc(F)cc2)cc1	97	2.2	-1	-8	-19	1	-6	3	6
O=C(Nc1nc2c(s1)CCCC2)c1nn(Cc2ccccc2)c(=O)c2ccccc12	119	-0.8	-1	-2	-7	-5	0	18	2
COc1ccccc1NC(=O)CSc1nnc(-c2ccccn2)n1Cc1ccco1	102	-3.7	7	11	35	7	-5	-1	-4
Cc1csc(CNc2ncnc3ccc(-c4cccc(Cl)c4)cc23)c1	x	3.7	1	-7	x	2	-3	-6	x
O=C(Nc1ccccc1Br)C1CCN(S(=O)(=O)c2cccs2)CC1	x	-2.7	4	-4	x	5	-3	3	x
COc1cc(C)nc(N(Cc2ccccc2)S(=O)(=O)c2ccccc2)n1	113	2.4	5	36	1	3	-8	-2	-4
CCC(C)NC(=O)Cn1cnc2sc(C)c(S(=O)(=O)N3CCCCC3)c2c1=O (stereo unspecified)	101	-1.0	3	62*	32	0	-10	-5	1
N#Cc1cnn2c(N)c(-c3ccc(Cl)cc3)cnc12	100	-0.9	-1	-10	32	3	-2	-10	7
O=C(COc1ccccc1)Nc1ccccc1N1CCN(c2ccccc2)CC1	103	0.3	2	-19	39	-1	-3	2	-13
COc1cc(/C=C/C(=O)N2CCN(C)CC2)cc(S(=O)(=O)N2CCc3ccccc32)c1OC	78	0.7	-2	4	14	1	-9	17	-1
CCOC(=O)N1CCN(C(=O)CN(C)S(=O)(=O)c2ccc(Cl)cc2)CC1	101	-0.4	-2	3	26	7	4	1	-14
O=S(=O)(c1cccc(Cn2nnc(-c3ccccc3)n2)c1)N1CCOCC1	x	0.7	-2	-4	x	1	-8	-5	x
Cc1cc(=O)oc2cc(OCC(=O)N3CC(C)OC(C)C3)ccc12 (stereo unspecified)	98	2.4	-2	21	-51	x	-3	x	1
O=C(CSc1n[nH]c(=O)n1C1CC1)Nc1ccccc1	100	1.7	3	10	-4	1	0	-2	-22
O=C(COc1ccccc1F)NNC(=O)Cn1c(=O)cnc2ccccc21	x	0.9	-6	8	x	1	-6	7	x
CC1CC(=O)Nc2ccccc2N1S(=O)(=O)c1ccccc1 (stereo unspecified)	96	-1.5	4	15	-14	5	-1	4	-4
O=C(NCc1ccncc1)C(=O)Nc1ccc2c(c1)OCO2	109	-1.4	4	6	2	0	-8	-1	-8
O=C(NCCc1ccccc1)c1ccc(-c2ccccc2Cl)o1	106	-0.1	-4	-16	-9	8	-5	-1	-7
Cc1ccc(C)c(N2CCN(S(=O)(=O)CC34CCC(CC3=O)C4(C)C)CC2)c1 (stereo unspecified)	100	21	5	-47	14	4	1	-9	-10
Cc1cccc(N(CC(=O)N/N=C/c2ccc(C(=O)O)cc2)S(=O)(=O)c2ccccc2)c1C	x	0.3	0	5	x	x	2	0	x
OCCN(CC(O)Cn1ccc2ccccc21)CC(O)Cn1ccc2ccccc21 (stereo unspecified)	x	-2.2	4	0	54	3	-3	-1	0
COc1ccc2cc(C(=O)C3CCCN(C(=O)c4cnn(C(C)C)c4)C3)ccc2c1 (stereo unspecified)	97	0.4	5	1	60	0	3	-1	0
O=C(Oc1ccc2c(c1)C(=O)c1ccccc1CO2)c1ccccc1	98	5.9	-11	-15	4	3	-5	3	9
Cc1cc(NC(=O)c2ccco2)ccc1NC(=O)c1ccco1	102	2.2	x	-35	14	5	-7	13	-7
CCCC(=O)Nc1ccc(N2CCN(C(=O)CCC)CC2)cc1	102	-2.6	4	17	18	4	-1	-6	4
COc1cc(NC(=S)N2CCOCC2)c(OC)cc1Cl	92	-0.8	0	-1	42	x	-3	2	-18
O=C(CCl)NCCN1C(=O)S/C(=C\c2cccnc2)C1=O	91	-0.5	0	-5	20	0	-2	12	-11
COc1ccccc1NC(=O)Cc1nn(C)c(=O)c2ccccc12	99	-0.5	3	3	-18	5	x	-8	-12
Nc1ccnn1Cc1cccs1	102	-0.5	-8	-14	2	4	0	3	9
CC(=O)NS(=O)(=O)c1ccc(NC(=O)CN2C(=O)C3C4C=CC(C4)C3C2=O)cc1 (stereo unspecified)	96	-0.1	3	6	14	0	-2	-2	-8
O=C1Nc2ncccc2OC1CCCl (stereo unspecified)	x	-0.6	0	10	6	0	-5	-3	-12
Cc1cc(C)c(NC2=CC(=O)CC(C)(C)C2)c(C#N)c1	101	-0.5	2	-10	2	-6	-6	12	-2
Cc1ccc(C(=O)NC(=S)NNC(=O)CCN2CCOCC2)cc1	114	-1.9	-3	2	32	1	-3	4	4
COC(=O)C(C)NC(=O)COc1ccc2ccccc2c1 (stereo unspecified)	98	1.1	5	6	15	-7	-5	18	0
Cc1ccc(NCc2nnc(SCC#N)o2)c(C)c1	96	-1.8	5	-7	18	1	11	-1	-5
CCOC(=O)[C@H]1[C@H]2COc3ccccc3[C@@H]2N2C(=O)[C@@H](C)NC(=O)[C@@]12C	x	-1.0	1	-5	x	4	0	2	x
Cc1ccc(NC(=O)Cn2cc(C(=O)C3CC3)c3ccccc32)cc1	99	-0.3	-5	6	19	4	-6	4	15

Compounds shown so far containing a halogen:
SMILES	MEKK3 PB1 HTS	CRFR2-BP ag	IDE inh	CRFR2-BP antag	PHOSPHO1 inh	IDE cell activ	GalR3 antagonist	CHRM4 PAM	pCIP destab
CN(C)CCNc1ccc(Cl)cc1[N+](=O)[O-]	97	-2.9	-3	0	-12	2	-4	-13	-6
Cc1n[nH]c(C)c1S(=O)(=O)NCCc1ccc(Cl)cc1	104	-0.1	0	6	8	3	4	1	5
Clc1ccc(Cn2c(-c3cccnc3Cl)nc3ccccc32)c(Cl)c1	89	2.6	1	-10	28	2	-6	-5	-8
O=C(/C=C/c1ccccc1)N1CCN(S(=O)(=O)c2ccc(F)cc2)CC1	98	-0.4	-3	-10	-28	10	-3	-2	-6
COc1ccc(-c2[nH]n(-c3ccc([N+](=O)[O-])cc3)c(=O)c2C=NCc2ccc(F)cc2)cc1	97	2.2	-1	-8	-19	1	-6	3	6
Cc1csc(CNc2ncnc3ccc(-c4cccc(Cl)c4)cc23)c1	x	3.7	1	-7	x	2	-3	-6	x
O=C(Nc1ccccc1Br)C1CCN(S(=O)(=O)c2cccs2)CC1	x	-2.7	4	-4	x	5	-3	3	x
N#Cc1cnn2c(N)c(-c3ccc(Cl)cc3)cnc12	100	-0.9	-1	-10	32	3	-2	-10	7
CCOC(=O)N1CCN(C(=O)CN(C)S(=O)(=O)c2ccc(Cl)cc2)CC1	101	-0.4	-2	3	26	7	4	1	-14
O=C(COc1ccccc1F)NNC(=O)Cn1c(=O)cnc2ccccc21	x	0.9	-6	8	x	1	-6	7	x
O=C(NCCc1ccccc1)c1ccc(-c2ccccc2Cl)o1	106	-0.1	-4	-16	-9	8	-5	-1	-7
COc1cc(NC(=S)N2CCOCC2)c(OC)cc1Cl	92	-0.8	0	-1	42	x	-3	2	-18
O=C(CCl)NCCN1C(=O)S/C(=C\c2cccnc2)C1=O	91	-0.5	0	-5	20	0	-2	12	-11
O=C1Nc2ncccc2OC1CCCl (stereo unspecified)	x	-0.6	0	10	6	0	-5	-3	-12

Not a hit list; about 4.2% have a hit in one of these screens.
